SRC2 inh: human SRC2 (NCOA2) inhibition; actives 0.17% (n = 370,000); inhibition, % at 9 µM; Q15596; HEK293 GAL4-SRC2 luciferase reporter, luminescence;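 active means inhibition above the mean inhibition of all tested compounds plus 3 SD, set per campaign, cut at about 52% in these data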;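 further: 0% = DMSO treated cells and 100% = cells given Gossypol at 36 µM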
Glyco luc inh: N-linked glycosylation inhibition. D54 ERlucT glycosylation luciferase reporter, 24 h; percent of 100 nM tunicamycin response. reporter increase, % at 12.5 µM. actives 0.23% (n = 360,000);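 active means mean luciferase reporter signal, scaled so untreated is 0 and the glycosylation-blocking control 100, at or above a set limit in every replicate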;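 further: luciferase carries N-glycosylation sites so blocking glycosylation raises the light; 0% = median of neutral control wells and 100% = median of 100 nM tunicamycin wells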
HTR2A ag: activates the mouse 5-HT2A serotonin receptor; P35363; actives 0.66% (n = 360,000); activation, % at 7.6 µM; CHO-K1 mHTR2A beta-arrestin complementation, luminescence; percent of 30 µM serotonin response;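 active means activation above a run cutoff, the mean activation of all tested compounds plus 3 SD, cut at about 14% in these data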;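 further: 0% = plate median of compound wells and 100% = 30 µM serotonin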
Cardio protect: protects H9c2 cardiomyocytes from peroxide injury; H2O2 injury protection, ATPLite, 2 h; protection from H2O2 cell death, % at 20 µM; actives 0.63% (n = 360,000); AID 588492;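 active means compounds giving at least 50% protection of heart cells from peroxide-induced death in the single-dose screen, raw or plate-pattern-corrected value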;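 further: 0% = DMSO wells with peroxide and 100% = DMSO wells without peroxide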
MC4R ag barr: activates human MC4R beta-arrestin recruitment; P32245; U2OS MC4R beta-arrestin complementation, luminescence; percent of melanotan II response, DMSO zero; activation, % at 8.9 µM; actives 0.98% (n = 360,000); AID 540308;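 active means activation above a per-plate cutoff, the mean activation of sample wells on that plate plus 3 SD, cut at about 8% in these data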
Target sequence (P32245 whole entry, looked up): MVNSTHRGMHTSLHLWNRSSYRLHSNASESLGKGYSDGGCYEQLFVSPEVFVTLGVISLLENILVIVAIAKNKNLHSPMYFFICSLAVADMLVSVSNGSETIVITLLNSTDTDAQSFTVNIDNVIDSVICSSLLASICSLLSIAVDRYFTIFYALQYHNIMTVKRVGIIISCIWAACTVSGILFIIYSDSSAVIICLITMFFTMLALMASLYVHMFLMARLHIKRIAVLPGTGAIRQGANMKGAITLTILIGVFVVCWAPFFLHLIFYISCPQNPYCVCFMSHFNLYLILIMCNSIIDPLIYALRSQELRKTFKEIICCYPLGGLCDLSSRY
MC4R antagonist: blocks human MC4R cAMP signaling | MC4R-expressing cells, MTII-stimulated cAMP, LANCE TR-FRET | inhibition, % at 6.5 µM | actives 0.48% (n = 360,000) | P32245;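 active means inhibition above its plate's cutoff, the mean of tested wells on that plate plus 3 SD, cut at about 29% in these data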;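 further: 0% = Melanotan II alone and 100% = Melanotan II plus saturating MCL0020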
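Test system: U2OS cells stably expressing human melanocortin 4 receptor (MC4R); also added: Melanotan II challenge; compound: 6.5 µM single dose; timing: 30-min compound preincubation, 1-h Melanotan II challenge, 1-h detection, room temperature; signal: Eu-cAMP/anti-cAMP TR-FRET, emission 671 nm; repeats: one well per compound, no replicates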
ABCB6 inh MLPCN: human ABCB6 transporter inhibition; fluorescence ratio to DMSO, % at 10 µM; actives 0.19% (n = 360,000); K562-ABCB6 porphyrin accumulation, flow cytometry, 1 h; hits give low values; AID 602162;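 active means fluorescence ratio to DMSO below 75%, the collection mean minus 3 SD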;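 further: signal is porphyrin accumulated inside mitochondria; 100% equals median channel fluorescence of DMSO control wells; lower ratio means ABCB6 inhibition with less porphyrin fluorescence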
TLR9-MyD88 inh: TLR9-MyD88 interaction inhibition; actives 0.21% (n = 340,000); AID 504734; CHO BLA complementation TLR9-MyD88, CCF4 FRET ratio; inhibition, % at 4.98 µM; Q9NR96+Q99836;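 active means inhibition above the mean over all tested compounds plus 3 SD, cut at about 21% in these data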;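 further: 0% = DMSO only wells and 100% = clavulanate BLA inhibitor control wells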
ABHD5-PLIN5 inh: ABHD5-PLIN5 protein interaction inhibition. Q00G26+Q8WTS1. Split G. princeps luciferase complementation, luminescence, 4 h. inhibition, % at 4 µM. actives 0.78% (n = 360,000);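 active means inhibition above the mean inhibition across every tested compound plus 3 SD, cut at about 22% in these data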;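 further: 0% = DMSO only wells and the 100% control is not disclosed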
NOD2-RIPK2 inh: NOD2-RIPK2 protein interaction inhibition; O43353; CHO BLA complementation NOD2-RIPK2, CCF4 ratio; inhibition, % at 4.98 µM; actives 0.38% (n = 360,000); AID 624267; in the data active means inhibition above about 21%;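 further: 0% = vehicle only and 100% = reference blocker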
Target sequence (O43353 whole entry, looked up): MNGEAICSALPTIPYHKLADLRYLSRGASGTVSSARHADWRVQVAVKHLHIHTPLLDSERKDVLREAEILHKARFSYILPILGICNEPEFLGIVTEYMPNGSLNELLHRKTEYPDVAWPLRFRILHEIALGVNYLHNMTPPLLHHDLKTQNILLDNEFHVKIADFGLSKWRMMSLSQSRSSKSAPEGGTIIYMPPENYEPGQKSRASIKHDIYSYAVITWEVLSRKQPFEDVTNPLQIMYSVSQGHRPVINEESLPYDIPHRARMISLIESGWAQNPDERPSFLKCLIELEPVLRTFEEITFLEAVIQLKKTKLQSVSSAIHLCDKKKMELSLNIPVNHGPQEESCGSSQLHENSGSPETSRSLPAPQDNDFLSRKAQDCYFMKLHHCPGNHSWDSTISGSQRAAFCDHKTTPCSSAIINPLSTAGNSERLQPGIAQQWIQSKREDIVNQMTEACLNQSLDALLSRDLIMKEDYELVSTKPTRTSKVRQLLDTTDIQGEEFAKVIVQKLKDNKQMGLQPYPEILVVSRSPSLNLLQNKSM
Active calls of the source: *; / = no result given; & = joins results of further samples.

SMILES	SRC2 inh	Glyco luc inh	HTR2A ag	Cardio protect	MC4R ag barr	MC4R antagonist	ABCB6 inh MLPCN	TLR9-MyD88 inh	ABHD5-PLIN5 inh	NOD2-RIPK2 inh
CCn1cc(C(=O)NCCCN2CCC(C)CC2)c(=O)c2cc(S(=O)(=O)N(C)C3CCCCC3)ccc21	13	-10	-4	-4	-0.9	5	99	4	6	1
COC(=O)[C@@]1(Cc2ccc(F)cc2)[C@H]2c3cc(C(=O)N(C)C)n(CCF)c3C[C@H]2CN1C(=O)c1ccccc1	-6	/	-1	/	/	/	126	/	1	-1
O=C(NC(=S)Nc1cccc(O)c1)C12CC3CC(CC(C3)C1)C2	-23	3	7	-21	2.2	17	95	11	-18	-3
Cc1cc([N+](=O)[O-])nn1CC(=O)N1CCOCC1	-17	0	-2	0	0.6	27	100	0	-7	1
CCOc1cc(N2CCOCC2)c(OCC)cc1NC(=O)c1cc(S(=O)(=O)N2CCOCC2)ccc1Cl	-13	0	3	2	-0.6	14	101	-2	7	-11
COc1cc(C2NC(=O)NC(C)=C2C(=O)OC2CCCCC2)cc(Br)c1O (stereo not given)	-14	0	1	10	-0.6	9	104	-7	-1	-13
CCCCN1CCC(CN2C(=S)NC[C@@H]2CC(C)C)CC1	10	0	-1	2	-1.9	4	103	0	-6	-6
O=C1NC(c2cccc(Cl)c2)Nc2ccccc21 (stereo not given)	-27	5	-1	8	0.9	22	97	-2	-3	-6
O=C(Nc1ccccn1)c1ccc(S(=O)(=O)N2CCCCC2)cc1	-38	-3	-3	-13	-1.0	14	99	-8	-5	-3
Cc1cc(C)c(S(=O)(=O)Cc2ccccc2)c(=O)[nH]1	-7	2	5	-5	0.5	-5	102	2	8	-2
O=C(CSc1nc2ccccc2s1)NCCOc1ccccc1	-14	-1	-7	-5	0.4	10	99	-6	-3	-12
O=C(N/C=C/c1ccccc1)c1ccccc1	-61	-11	-3	-13	0.1	3	92	-8	5	-4
COC(=O)Cc1sc(-c2ccccn2)nc1-c1ccccc1	-18	1	-3	2	-0.2	14	97	0	2	-4
O=C(NCCc1ccc2c(c1)OCCO2)c1ccc(F)cc1	2	-3	-3	-12	0.1	12	91	10	6	-5
O=C(Nc1ccc2c(c1)C(=O)N(c1ccccc1)C2=O)c1cccs1	-4	2	-3	-19	2.6	8	93	-2	-2	-5
CSc1ccc(S(=O)(=O)Nc2ccccc2C(=O)N2CCOCC2)cc1	4	-2	6	-1	-2.5	1	90	-3	-2	5
COc1ccc(CCNC(=O)Cc2cc(=O)[nH]c(=O)[nH]2)cc1OC	-8	0	2	9	-1.5	10	95	3	2	6
CCOC(=O)c1c(C)n(C)c2ccc(OC)c(NC(=O)CN3CCC4(CC3)OCCO4)c12	-2	2	-4	2	-0.9	3	95	-10	-4	3
Cc1cc(C(=O)COC(=O)c2ccc(Cl)c(S(N)(=O)=O)c2)c(C)n1CC1CCCO1 (stereo not given)	10	-16	0	-10	-0.9	6	103	9	-8	1
C/C(CC(=O)NCc1ccco1)=N\NC(=O)C(c1ccccc1)c1ccccc1	-2	-2	0	1	-0.9	-1	104	-4	-11	-7
CN(C)c1cccc2c(/C=N/O)ccc(N(C)C)c12	12	3	1	-3	-3.2	-15	105	-6	-2	-6
Cc1ccc2c(c1)c1c3n2CCNC3CCC1 (stereo not given)	-29&20	2&-2	-1&-1	8&4	3.8&1.7	-5&14	104&114	7&2	-2&1	-7&-14
O=C(O)CC1=C(O)C(=O)N(c2ccccc2)C1c1ccc(Cl)cc1 (stereo not given)	-17	1	5	-3	-1.2	2	94	8	8	-3
CN(C)c1ccc2c(=O)[nH][nH]c(=O)c2c1	6	2	-7	0	-0.8	-3	103	-1	-7	-2
CCCSc1ncnc2c1oc1ccccc12	/	-3	-1	-1	0.1	7	96	10	2	-4
Cc1ccc(-c2csc(NC(=O)COc3ccc(N(C)S(=O)(=O)c4ccc(C)cc4)cc3)n2)cc1	5	-5	0	-10	2.6	8	98	-6	-2	-3
CCCCN(C)c1c(C)nc2ccc(C(=O)NCc3cccs3)cn12	0	-5	-5	10	0.4	4	103	/	-5	7
Cc1cc(/C=C2\NC(=S)NC2=O)c(C)n1-c1cccnc1	-21	-1	-5	-10	1.1	-15	100	2	4	2
Cc1ccc(-n2c(O)c(/C=N/NC(=O)C3COc4ccccc4O3)c3ccccc3c2=O)cc1 (stereo not given)	5	0	-3	39	2.6	6	91	15	-3	11
Cc1ccc(C(=O)NCC(c2ccco2)N2CCc3ccccc32)cc1C (stereo not given)	-1	-2	-4	-4	-2.2	6	102	-14	-9	-12
CCc1ccc(C(=O)COC(=O)c2cncc(Br)c2)cc1	-3	-4	0	-8	0.6	10	101	8	5	3
CC(=O)Nc1ccc(NC(=O)CNC(=O)c2sc3ccccc3c2Cl)cc1	-15	1	0	6	0.1	5	96	7	9	6
Cc1ccc(-c2nc(-c3ccccc3)no2)cc1	-37	-12	-3	-31	-2.0	4	95	5	-5	7
COc1cccc(NC(=O)CSC2=C(C#N)C(c3ccco3)C3=C(CCCC3=O)N2)c1 (stereo not given)	-7	8	-1	13	-1.4	5	88	-14	7	-5
N#CC1=C(N)NC(SCC(=O)O)=C(C#N)C12CCCC2	-11	-1	4	11	-3.2	-4	86	-6	0	0
O=C(NCCc1ccc(Cl)cc1)C1CCC(=O)N1Cc1ccccc1Cl (stereo not given)	-4	2	2	-2	-0.2	20	96	1	-6	5
O=C1CCCC/C1=C/NCc1ccc(F)cc1	11	1	4	0	-1.3	9	105	-3	6	5
Clc1cccc(-c2ccc(/C=N/n3cnnc3)o2)c1	3	1	5	1	0.7	-7	97	-4	2	-12
O=C(NCc1ccccc1)C1C(c2ccc3c(c2)OCO3)=Nc2ccccc2N1C(=O)c1cccc(C(F)(F)F)c1 (stereo not given)	-27	/	-3	/	/	/	/	/	0	6
CCCN(CCC)CC(O)CN(c1ccccc1)S(=O)(=O)c1ccc(C)cc1 (stereo not given)	-9	-7	0	-1	0.7	7	96	-10	4	5

Some of these compounds in order of the TLR9-MyD88 inh value, highest first:
SMILES | SRC2 inh | Glyco luc inh | HTR2A ag | MC4R ag barr | MC4R antagonist | ABCB6 inh MLPCN | TLR9-MyD88 inh | ABHD5-PLIN5 inh | NOD2-RIPK2 inh
O=C(NC(=S)Nc1cccc(O)c1)C12CC3CC(CC(C3)C1)C2 | -23 | 3 | 7 | 2.2 | 17 | 95 | 11 | -18 | -3
O=C(NCCc1ccc2c(c1)OCCO2)c1ccc(F)cc1 | 2 | -3 | -3 | 0.1 | 12 | 91 | 10 | 6 | -5
C/C(CC(=O)NCc1ccco1)=N\NC(=O)C(c1ccccc1)c1ccccc1 | -2 | -2 | 0 | -0.9 | -1 | 104 | -4 | -11 | -7
Cc1ccc(C(=O)NCC(c2ccco2)N2CCc3ccccc32)cc1C (stereo not given) | -1 | -2 | -4 | -2.2 | 6 | 102 | -14 | -9 | -12

Further structures:
SMILES	SRC2 inh	Glyco luc inh	HTR2A ag	Cardio protect	MC4R ag barr	MC4R antagonist	ABCB6 inh MLPCN	TLR9-MyD88 inh	ABHD5-PLIN5 inh	NOD2-RIPK2 inh
Cc1cccc2c(N=Nc3ccccc3)c(O)[nH]c12	-80	-2	0	-15	15*	-3	98	8	-7	4
Cn1nnnc1SCCNCc1ccc(Cl)cc1	5	0	0	6	0.2	-6	97	3	-3	-3
NC(=O)c1ccsc1NC(=O)COC(=O)c1ccc(Cl)cc1	-21	1	7	-8	-0.8	-1	96	-12	10	-5
Cc1ccc(OCC(=O)N2CCCCCCC2)cc1	-27	1	6	-6	0.1	4	96	3	-1	-2
Cc1scc(C(=O)N/N=C/c2ccc(Cl)s2)c1C	-46	-1	-2	-6	0.8	9	100	4	-5	-3
O=S(=O)(c1ccc(Br)cc1)c1nc(-c2ccco2)oc1NCCCn1ccnc1	13	-3	-5	3	-5.1	3	99	-10	4	-2
CCCC(=O)OCC(=O)Nc1ccccc1C#N	-22	1	4	-1	-0.4	8	98	1	1	-11
CNC(=O)c1cc2cc(OC)ccc2n1CCN(C)C	-44	0	-3	8	0.1	7	102	-14	9	-4
O=C(Cc1ccccc1)NS(=O)(=O)c1ccc(N=NN2CCOCC2)cc1	-13	0	-1	-2	-2.7	-5	102	-3	13	-2
O=C(COC(=O)c1ccc(Cl)nc1)NNC(=O)c1ccc(Br)cc1	-32	-2	-8	1	-2.2	13	97	-1	-4	-13
Cc1[nH]nc2c1C1(C(=O)Nc3ccc([N+](=O)[O-])cc31)C(C#N)=C(N)O2 (stereo not given)	-1	0	-2	2	-2.3	1	96	-5	2	-1
CCOC(=O)[C@]12CCC=C1N(Cc1cccc3ccccc13)C(=O)[C@H](CC(=O)NCC1CCCCC1)C2	-5	/	1	/	/	/	94	/	2	15
O=C(Nc1ccccc1Cl)c1csc(-c2cccnc2)n1	-72	3	1	6	-2.2	3	100	-11	-4	-2
COc1ccc(CCNC(=O)CSC(=O)c2ccccc2)cc1OC	-14	-1	-3	15	-1.9	1	101	11	-16	-3
CCC1CSC(Nc2ccc(C(=O)/C=C/c3cccc(C)c3)cc2)=N1 (stereo not given)	-7	5	-2	-24	0.9	15	102	6	17	-1
Cc1ccc(NC(=O)CS(=O)CC(=O)NCCCc2ccccc2)cc1Cl (stereo not given)	5	1	-5	-4	0.6	6	104	1	-8	-6
CN(C)C(=O)CCc1ccc2c3c([nH]c2c1)[C@]1(CCc2ccccc2)[C@@H](C(=O)N2CCCCC2)C[C@H](CC(=O)NCCC2=CCCCC2)C(=O)N1CC3	10	3	3	-7	0.3	6	91	-11	5	0
O=C(c1ccc([N+](=O)[O-])o1)N1CCOCC1	-5	-1	3	1	-1.6	-1	97	9	-12	0
COc1ccccc1/C=C/C(=O)OCC(=O)Nc1c(C)nn(-c2ccccc2)c1C	-16	0	3	6	0.4	6	88	1	5	-10
CCOC(=O)N1CC(C)N(CC(O)CN2CCOCC2)CC1C (stereo not given)	19	0	4	2	1.8	12	101	-11	-3	-9
Oc1ccc(-c2nccc(-c3ccccn3)n2)cc1	-55	2	-3	3	1.1	-18	97	0	12	-2
Cc1ccc(S(=O)(=O)N2CCCC(C(=O)NC3CCCC3)C2)cc1 (stereo not given)	2	0	3	1	-1.9	2	96	7	-2	-2
O=c1cc(-c2ccccc2)[nH]c2nc3ccccc3n12	-43	0	0	-29	2.6	1	93	0	2	-9
CCOCCCn1c(C)nc2c(c1=O)c1nc3ccccc3nc1n2CCC1=CCCCC1	14	-3	1	-11	-0.5	9	95	-2	0	5
Cc1ccc(-c2nc3ncccc3o2)cc1NC(=O)C(C)(C)C	22	2	-3	4	-1.2	6	94	9	-5	4
CCOc1cccc2sc(N(CCN(CC)CC)C(=O)c3ccc(S(=O)(=O)N4CCCCC4)cc3)nc12	-28	0	2	6	0.8	8	101	1	0	-4
COc1ccc(C(=O)COC(=O)c2ccc(OC)c(OC)c2)cc1OC	-7	0	6	-2	-1.9	1	89	3	5	-2
O=c1cc(CN2CCN(S(=O)(=O)c3ccc4ccccc4c3)CC2)nc2sccn12	-7	-3	0	15	-0.8	2	97	-6	3	-2
CCOC(=O)c1nc(C)nc(Sc2n[nH]c(-c3cc(Cl)cc(Cl)c3)n2)c1C	-18	3	-3	4	1.3	1	101	-4	0	-3

A portion of the library (hit frequency here may not be typical).
